NCOA1 inh: inhibits human SRC1 coactivator; Q15788; HEK293 GAL4-SRC1 luciferase reporter, luminescence; inhibition, % at 3.6 µM; 360,000 tested, 0.12% active;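 active means inhibition above the campaign mean plus 3 SD, with each screening campaign given its own cutoff, cut at about 60% in these data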;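 further: 0% = DMSO treated cells and 100% = gossypol at 36 µM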
MC4R ag barr: activates human MC4R beta-arrestin recruitment; P32245; U2OS MC4R beta-arrestin complementation, luminescence; percent of melanotan II response, DMSO zero; activation, % at 8.9 µM; 360,000 tested, 0.98% active; AID 540308;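 active means activation above a per-plate cutoff, the mean activation of sample wells on that plate plus 3 SD, cut at about 8% in these data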
MC4R antag cAMP: blocks human MC4R cAMP signaling. inhibition, % at 6.5 µM. MC4R-expressing cells, MTII-stimulated cAMP, LANCE TR-FRET. P32245. 360,000 tested, 0.48% active;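 active means inhibition above its plate's cutoff, the mean of tested wells on that plate plus 3 SD, cut at about 29% in these data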;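 further: 0% = Melanotan II alone and 100% = Melanotan II plus saturating MCL0020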
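System: U2OS cells stably expressing human melanocortin 4 receptor (MC4R). Reagent: Melanotan II challenge after compound preincubation. Doses: 6.5 µM. Times: 30-min compound, 1-h challenge, 1-h detection, room temperature. Measured by: TR-FRET with Eu-cAMP and labeled anti-cAMP, 671 nm. Replicates: singlicate.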
ABHD5-PLIN5 inh: inhibitors of human ABHD5-perilipin-5 interaction. Q00G26+Q8WTS1. Split G. princeps luciferase complementation, luminescence, 4 h. inhibition, % at 4 µM. 360,000 tested, 0.78% active. AID 602281;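 active means inhibition above the mean inhibition across every tested compound plus 3 SD, cut at about 22% in these data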;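 further: 0% = DMSO only wells and the 100% control is not disclosed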
NR2F2 inh: NR2F2 (human) inhibition, primary screen; P24468; HEK293T NGFI-A luciferase reporter, luminescence; inhibition, % at 8.6 µM; 370,000 tested, 0.7% active; AID 686940;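 active means inhibition above a per-plate cutoff, mean inhibition of test wells between control levels plus 3 SD, cut at about 38% in these data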;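 further: cells cotransfected with COUP-TFII expression vector driving the NGFI-A reporter; 0% = median of COUP-TF2 test wells and 100% = reporter-only cells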
Target sequence (P24468 whole entry, looked up): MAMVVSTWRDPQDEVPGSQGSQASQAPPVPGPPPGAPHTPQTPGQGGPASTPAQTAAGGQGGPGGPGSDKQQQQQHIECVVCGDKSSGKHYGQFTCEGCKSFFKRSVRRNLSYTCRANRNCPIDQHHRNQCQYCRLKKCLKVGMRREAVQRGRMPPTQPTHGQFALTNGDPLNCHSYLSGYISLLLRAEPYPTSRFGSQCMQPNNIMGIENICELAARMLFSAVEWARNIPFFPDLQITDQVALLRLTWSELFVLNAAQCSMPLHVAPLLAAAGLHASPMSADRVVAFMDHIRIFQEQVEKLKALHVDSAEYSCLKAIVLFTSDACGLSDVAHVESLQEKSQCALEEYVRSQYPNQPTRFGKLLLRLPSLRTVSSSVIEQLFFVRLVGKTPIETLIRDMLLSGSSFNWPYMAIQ
NR5A2 inv ag: inverse agonists of human LRH-1 (NR5A2). HEK293T StAR-luciferase reporter, LRH-1 transfected, 24 h. inhibition, % at 3.6 µM. 360,000 tested, 0.13% active. AID 602396;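 active means inhibition above the mean inhibition of all tested compounds plus 3 SD, cut at about 73% in these data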;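 further: 0% = DMSO wells and 100% = reporter-only cells lacking LRH-1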
NCOA3 inh: inhibits human SRC3 coactivator | HEK293 GAL4-SRC3 luciferase reporter, luminescence | inhibition, % at 3.6 µM | 360,000 tested, 0.17% active | Q9Y6Q9;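 active means inhibition above a per-campaign cutoff, the mean of all compounds plus 3 SD, cut at about 60% in these data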;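 further: 0% = DMSO-treated cells and 100% = gossypol-treated cells at 36 µM; higher means less SRC3-driven luciferase light from the GAL4 reporter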
NCOA2 inhibitor: human SRC2 (NCOA2) inhibition | HEK293 GAL4-SRC2 luciferase reporter, luminescence | inhibition, % at 9 µM | 370,000 tested, 0.17% active | AID 651957;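 active means inhibition above the mean inhibition of all tested compounds plus 3 SD, set per campaign, cut at about 52% in these data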;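 further: 0% = DMSO treated cells and 100% = cells given Gossypol at 36 µM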
TLR9-MyD88 block: TLR9-MyD88 interaction inhibition. 340,000 tested, 0.21% active. AID 504734. CHO BLA complementation TLR9-MyD88, CCF4 FRET ratio. inhibition, % at 4.98 µM;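 active means inhibition above the mean over all tested compounds plus 3 SD, cut at about 21% in these data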;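 further: 0% = DMSO only wells and 100% = clavulanate BLA inhibitor control wells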
LMP1 NFkB inh: reduces LMP1-driven NF-kappaB luciferase signal | 350,000 tested, 0.69% active | LMP1-induced NF-kappaB luciferase reporter cells, luminescence | inhibition, % at 12.5 µM | AID 504558; in the data active means inhibition above about 41%;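 further: 0% = neutral control wells and 100% = reference inhibitor control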
NOD2 RIPK2 PPI: blocks binding of human NOD2 to RIPK2; O43353; CHO BLA complementation NOD2-RIPK2, CCF4 ratio; inhibition, % at 4.98 µM; 360,000 tested, 0.38% active; AID 624267; in the data active means inhibition above about 21%;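 further: 0% = vehicle only and 100% = reference blocker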
Target sequence (O43353 whole entry, looked up): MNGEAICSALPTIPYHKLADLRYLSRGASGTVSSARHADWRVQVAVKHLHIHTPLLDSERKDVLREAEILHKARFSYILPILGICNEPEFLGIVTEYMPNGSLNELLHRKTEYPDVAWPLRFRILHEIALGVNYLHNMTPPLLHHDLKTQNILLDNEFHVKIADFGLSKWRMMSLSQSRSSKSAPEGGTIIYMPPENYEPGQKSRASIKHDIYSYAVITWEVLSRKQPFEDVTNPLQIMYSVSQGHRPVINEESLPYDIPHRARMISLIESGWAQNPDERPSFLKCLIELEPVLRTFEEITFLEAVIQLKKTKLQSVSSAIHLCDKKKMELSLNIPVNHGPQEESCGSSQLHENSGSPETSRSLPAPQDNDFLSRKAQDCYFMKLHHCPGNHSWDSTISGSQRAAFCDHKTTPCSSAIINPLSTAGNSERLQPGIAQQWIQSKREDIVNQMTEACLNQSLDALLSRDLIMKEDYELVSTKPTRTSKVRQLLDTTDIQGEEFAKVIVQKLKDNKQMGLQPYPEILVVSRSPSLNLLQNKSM
An asterisk follows results filed as active; · = not tested or not shown. Some of the compounds tested. The share of hits here may be higher or lower than overall.

SMILES | NCOA1 inh | MC4R ag barr | MC4R antag cAMP | ABHD5-PLIN5 inh | NR2F2 inh | NR5A2 inv ag | NCOA3 inh | NCOA2 inhibitor | TLR9-MyD88 block | LMP1 NFkB inh | NOD2 RIPK2 PPI
COc1cc(O)c(C(CCN2CCOCC2)c2ccc3c(c2)OCO3)c(OC)c1 (stereo unspecified) | 5 | 2.8 | 0 | -10 | -4 | -12 | -12 | 11 | -1 | -5 | -4
O=C(/C=C/Nc1ccc(F)cc1)c1ccc(Oc2ncccn2)cc1 | 8 | -2.1 | -5 | -3 | 0 | -12 | 4 | -21 | 11 | -23 | -4
CC(OC(=O)CN1C(=O)NC2(CCCC2)C1=O)C(=O)Nc1cccc(Cl)c1 (stereo unspecified) | 7 | -4.1 | 4 | -1 | -2 | 16 | 7 | 6 | -8 | -3 | -7
CSC(=NC(C)c1ccccc1)NS(=O)(=O)c1cccs1 (stereo unspecified) | -1 | -1.0 | 5 | 0 | -3 | 13 | 9 | -15 | 0 | 1 | -14
COc1ccccc1C(=O)NCCCNc1ccc([N+](=O)[O-])cc1 | -25 | -1.5 | 12 | -2 | -9 | 7 | 12 | 25 | 2 | 4 | -7
CCN(CC)CCNC(=O)C(Cl)=C1C(Cl)=C(Cl)C(Cl)=C1Cl | -28 | -2.6 | -1 | 0 | -10 | -19 | -1 | -18 | -14 | -68 | -13
COCc1ccc(-c2c(-c3ccccc3OC)sc3cc4c(cc23)OCO4)cc1 | -13 | -0.4 | 13 | -2 | 13 | 13 | -6 | 9 | 2 | -2 | -6
O=C(CN(c1ccccc1Cl)S(=O)(=O)c1ccccc1)NC1CC2CCC1C2 (stereo unspecified) | 12 | -1.5 | 5 | 3 | 5 | 12 | -1 | -20 | -7 | -13 | -2
O=C(COc1ccc(S(=O)(=O)N2CCOCC2)cc1)NCC1CCCO1 (stereo unspecified) | -55 | -2.3 | -1 | -8 | 12 | -3 | -22 | -13 | 9 | -4 | -3
Cc1nc(-c2cccc(S(=O)(=O)N3CCC(C)CC3)c2)cs1 | -13 | -2.1 | -7 | -5 | 3 | -1 | 9 | 5 | -8 | 3 | 1
Cc1cc(=O)oc2cc(OCC(=O)Nc3nccs3)ccc12 | -109 | 1.1 | 4 | 4 | -39 | -116 | -97 | -40 | -6 | -17 | -4
Cc1nn(Cc2ccc(C(=O)N3N=C(C(F)F)CC3(O)C(F)F)o2)c(C)c1[N+](=O)[O-] (stereo unspecified) | -28 | -3.0 | 1 | 2 | -1 | -3 | 4 | -15 | -4 | 11 | 5
Cc1c(C(=O)Nc2ccccc2Cl)oc2ccc(S(=O)(=O)N3CCC4(CC3)OCCO4)cc12 | 11 | -2.0 | 3 | -4 | -1 | -2 | 5 | -7 | -7 | 11 | 7
CC(NS(=O)(=O)c1ccc(Cl)cc1)C(c1cccs1)N1CCN(C)CC1 (stereo unspecified) | 5 | 0.8 | -2 | 0 | -5 | -11 | 7 | -16 | -3 | -5 | 0
CCCc1cc(=O)n2[nH]c(-c3ccc(OC)cc3)nc2n1 | -9 | -2.8 | 6 | 1 | -3 | -36 | -1 | -16 | -7 | 1 | -2
COc1ccc(/C(C)=N\n2cnnc2)cc1 | -8 | -1.4 | 1 | 0 | 8 | 11 | 17 | -5 | -1 | 3 | -3
O=C(O)C1=C[C@@H](c2coc3ccccc3c2=O)C[C@@H](OCc2ccc(CO)cc2)O1 | 3 | -1.4 | 5 | 2 | -7 | 5 | 1 | -4 | -2 | -4 | -1
O=C(OCC(=O)N1CCCc2ccccc21)c1cccnc1Cl | 0 | -2.5 | 4 | 0 | -20 | 10 | 1 | -17 | 3 | -4 | 0
NC(=O)COc1c(-c2ccc(Br)o2)oc2ccccc2c1=O | -13 | -0.9 | 1 | -2 | · | 11 | -6 | · | 7 | 8 | -42
CN(C)/C=C/C(=O)Oc1ccc(Cl)cc1Cl | 10 | -2.2 | 9 | 1 | -9 | -7 | 3 | -8 | -4 | 13 | -10
Cc1ccsc1/C=N/Nc1nc(=O)[nH]nc1C | -92 | -1.4 | -4 | 1 | -18 | -72 | -68 | -31 | -4 | -6 | -6
COc1ccccc1CC(=O)Nc1ccc(S(=O)(=O)N2CCCCC2)cc1 | -4 | -0.7 | 2 | -8 | -13 | -2 | -5 | 13 | 0 | -1 | -3
O=C(O)CN1C(=O)C2C3CC(C2C1=O)C1C(c2ccc(Cl)cc2)c2sc(=O)[nH]c2SC31 (stereo unspecified) | -14 | -1.7 | -5 | 2 | 0 | 1 | -5 | 17 | -2 | 15 | -4
Cc1ccc(-c2nc3ccccc3[nH]2)cc1NC(=O)c1sc2ccccc2c1Cl | 6 | 1.6 | -9 | 7 | 1 | 9 | -24 | -2 | -3 | 7 | 4
CSC1=N/C(=C\c2ccc(C)o2)C(=O)S1 | -12 | 0.6 | -4 | -1 | 0 | 10 | 0 | -3 | 2 | -13 | 2
COc1cc(/C=N/NC(=O)Cc2cccs2)c([N+](=O)[O-])cc1OC | 3 | -0.4 | 16 | 0 | -2 | 11 | 12 | 0 | 1 | 5 | -9
CCN(C(=O)CSc1n[nH]c(-c2ccccc2)n1)c1c(N)n(Cc2ccccc2)c(=O)[nH]c1=O | -16 | -0.6 | 6 | -1 | -11 | 6 | 25 | -4 | 1 | -1 | 4
CCn1c(SCC(=O)NC2CCCCC2)nnc1-c1ccco1 | 3 | -1.3 | 5 | -4 | -8 | 6 | -6 | 8 | -4 | 1 | -8
CCC(C)NC(=O)CN1C(=O)CSc2ccc(S(=O)(=O)N3CCCC3)cc21 (stereo unspecified) | -9 | 0.6 | 3 | 7 | -23 | 13 | 11 | -30 | 5 | 2 | 3
COc1ccccc1NC(=O)CC(=O)Nc1ccccc1OC | 9 | 0.5 | -4 | 8 | -2 | 10 | -12 | -13 | 4 | -11 | 0
CC[C@@]1(C(=O)OC)N[C@H](CN(C)C(=O)COC)[C@@H]2C(=O)N(C)C(=O)[C@@H]21 | -29 | 0.7 | 0 | -3 | 3 | -8 | -3 | -6 | 2 | -2 | 0
Cc1ccc(OCC(=O)NC(=S)Nc2ccc(Br)cn2)cc1C | 2 | 1.1 | 6 | 7 | 0 | 5 | 8 | 12 | -1 | -1 | -1
COc1cc(C#N)c(NC(=O)CN2CCN(CCO)CC2)cc1OC | 7 | -0.4 | -1 | -5 | 17 | 9 | -3 | 24 | 1 | 16 | 6
Cc1nc(SCC(N)=O)c([N+](=O)[O-])[nH]1 | 6 | 0.9 | 16 | 8 | 4 | 8 | 15 | -2 | -4 | 0 | -3
COc1ccc(C)cc1NC(=O)CCCN1C(=O)CCC1=O | -5 | -0.5 | -5 | 5 | 3 | -3 | 0 | 12 | 2 | 4 | 5
CCOC(=O)c1ccc(N/C(=N\S(=O)(=O)c2ccccc2C)c2ccccc2)cc1 | 4 | -0.3 | 5 | 2 | 7 | 0 | 4 | -9 | -1 | -1 | 4
O=C(Nc1ccc2nn(-c3ccccc3)nc2c1)c1cccnc1 | -44 | -0.8 | 11 | 8 | -16 | -69 | -39 | -18 | -7 | -16 | -9
N#CCSc1nc2ccccc2c2nc3ccccc3n12 | -8 | -3.4 | 17 | 2 | -6 | -5 | 7 | -7 | -7 | 33 | -10
O=C(O)C1=CCCNC1 | 9 | -0.7 | 5 | 1 | -11 | 0 | 6 | 2 | -6 | 2 | -2
CCOC(=O)c1ccc(S(=O)(=O)N2CCN(CC(=O)NC(=O)NC(C)(C)C)CC2)cc1 | 4 | -0.5 | 6 | 0 | -1 | 7 | -2 | -16 | 1 | -14 | -2
O=C(CCc1ccccc1)Nc1nc2ccc(S(=O)(=O)N3CCOCC3)cc2s1 | -8 | 1.0 | 0 | 3 | 2 | 15 | 1 | 15 | 1 | 1 | -7
COc1cc(CN2C[C@@H](CO)O[C@@H](n3cnc4c(NC5CCC5)ncnc43)C2)cc(OC)c1OC | -2 | -0.7 | 15 | 2 | -9 | -18 | 15 | -18 | · | · | -21
COc1ccccc1S(=O)(=O)Cc1ccc(C(=O)NC(C)c2ccc3c(c2)OCCO3)o1 (stereo unspecified) | -7 | -0.2 | -8 | 11 | 14 | -11 | -5 | 17 | -10 | -3 | -3
O=C1c2ccccc2NC(c2cnc3ccccc3n2)N1O (stereo unspecified) | -152 | -1.5 | -5 | -4 | -23 | -135 | -116 | -50 | 4 | 0 | 2
COc1cc(OC)cc(C(=O)NCCOC23CC4CC(CC(C4)C2)C3)c1 | -3 | 1.9 | 4 | -6 | 28 | 12 | -1 | 4 | -7 | -9 | 0
O=C(NC1CCCC1)c1cc(-c2ccc(Cl)c(Cl)c2)on1 | -77 | -2.2 | 11 | 3 | -16 | -73 | -83 | -33 | -3 | -51 | -13
Cc1ccc(NC(=O)C2CCCN(C3=NS(=O)(=O)c4ccccc43)C2)c(O)c1 (stereo unspecified) | 6 | -0.7 | 1 | 0 | 4 | -8 | -4 | -6 | 10 | -5 | 2
COc1ccc(S(=O)(=O)CCC(=O)NCc2ccc(C)o2)cc1 | 4 | -0.2 | -1 | 12 | 8 | -22 | 10 | -34 | -3 | -2 | -6

The final 2 records of the part before open the next one:
SMILES | NCOA1 inh | MC4R ag barr | MC4R antag cAMP | ABHD5-PLIN5 inh | NR2F2 inh | NR5A2 inv ag | NCOA3 inh | NCOA2 inhibitor | TLR9-MyD88 block | LMP1 NFkB inh | NOD2 RIPK2 PPI
Cc1ccc(NC(=O)C2CCCN(C3=NS(=O)(=O)c4ccccc43)C2)c(O)c1 (stereo unspecified) | 6 | -0.7 | 1 | 0 | 4 | -8 | -4 | -6 | 10 | -5 | 2
COc1ccc(S(=O)(=O)CCC(=O)NCc2ccc(C)o2)cc1 | 4 | -0.2 | -1 | 12 | 8 | -22 | 10 | -34 | -3 | -2 | -6
Cc1sc(NC(=O)C2CC=CCC2C(=O)O)c(C(=O)OC(C)C)c1C (stereo unspecified) | -1 | -1.0 | 17 | -1 | -8 | 4 | 23 | -2 | -5 | -14 | 0
O=C(c1ccccc1)c1nn(-c2ccc(Cl)cc2)cc1C(=O)c1cc2ccccc2oc1=O | 4 | -1.8 | 3 | 4 | -27 | 18 | -8 | 14 | -5 | -11 | -13
COc1ccc(/C=C(\NC(=O)c2ccc(Cl)cc2)C(=O)NCC2CCCO2)cc1OC (stereo unspecified) | -2 | 0.6 | -1 | -2 | 5 | 7 | -14 | 0 | -4 | -8 | -3
CCN(CC)CCNC(=O)Cn1ncc2ccccc2c1=O | 16 | -0.6 | 2 | 15 | 9 | 7 | 15 | -13 | 2 | -1 | -11
Cc1c(OCC(=O)NC(Cc2ccc(Cl)cc2)C(=O)O)ccc2c3c(c(=O)oc12)CCC3 (stereo unspecified) | -7 | -0.6 | 13 | 2 | -17 | 6 | 10 | -6 | -6 | 0 | 8
CC(C)(Sc1ccc(CCN(CCCCC2CCCCC2)C(=O)NC2CCCCC2)cc1)C(=O)O | 7 | 0.9 | 1 | -6 | 7 | 0 | 20 | -27 | -3 | -1 | 2
Cc1cc(NC(=O)c2ccc(N3CCCC3)c([N+](=O)[O-])c2)no1 | -14 | 3.7 | -5 | 0 | -12 | -64 | -13 | -26 | -11 | 0 | 2
